MRP1 act: MRP-1 activation | H69AR cells + doxorubicin, viability rescue, CellTiter-Glo | viability increase, % at 10 µM | 140,000 tested, 0.61% active | AID 799;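 active means viability gain under doxorubicin at or above a set limit, the compound median plus 3 SD, cut at about 4.7% in these data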;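 further: MRP-1 overexpressing cells given doxorubicin 25 µM after compound pretreatment; 18-22 h compound pretreatment then 72 h with doxorubicin before readout; 0% = doxorubicin-only wells and 100% = vehicle-treated cells without doxorubicin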
NPY-Y2 antag: NPY-Y2 (human) receptor antagonism | P49146 | AID 793 | 140,000 tested, 0.99% active | NPY-Y2 expressing cells, antagonist mode | inhibition, % at 2.7 µM; in the data active means inhibition above about 17%;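 further: 0% = vehicle with agonist challenge and 100% = reference antagonist with challenge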
Target sequence (P49146 whole entry, looked up): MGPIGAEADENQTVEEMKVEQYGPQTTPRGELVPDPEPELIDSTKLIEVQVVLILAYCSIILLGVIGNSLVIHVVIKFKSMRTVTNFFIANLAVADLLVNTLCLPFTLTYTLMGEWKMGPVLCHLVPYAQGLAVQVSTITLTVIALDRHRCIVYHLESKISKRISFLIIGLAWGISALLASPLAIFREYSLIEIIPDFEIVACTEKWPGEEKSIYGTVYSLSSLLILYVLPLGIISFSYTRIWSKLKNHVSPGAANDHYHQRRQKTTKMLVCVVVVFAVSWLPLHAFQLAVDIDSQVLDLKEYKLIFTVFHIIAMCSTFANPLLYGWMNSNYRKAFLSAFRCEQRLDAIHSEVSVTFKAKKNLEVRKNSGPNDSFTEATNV
E-sel TNF inh: TNF alpha driven E-selectin expression inhibition | 120,000 tested, 0.71% active | HUVEC TNFa-induced E-selectin immunofluorescence, high content | inhibition, % at 2 µM;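 active means inhibition above the batch mean plus 3 SD, and confirmed as a hit on visual image review, cut at about 43% in these data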;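 further: 0% = TNF-stimulated DMSO wells and 100% = unstimulated control wells; not every result past the cut was called active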
Phagocyt inh: blocks phagocytosis by macrophages; inhibition, % at 5 µM; 110,000 tested, 0.07% active; J774A.1 macrophage IgG-bead phagocytosis, imaging;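 active means inhibition above the mean of the plate negative controls plus 5 SD, cut at about 13% in these data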;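 further: phagocytic index as fraction of beads internalized from green versus red external bead signal; plate controls were DMSO negative control for no effect and cytochalasin-D positive control for full effect; some results beyond the cut were filed as inactive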
PTEN del growth: PTEN-deleted cell growth suppression. HCT116 PTEN-null viability, CellTiter-Glo, 60 h; active compounds read low. viability, % at 10 µM. 140,000 tested, 1.2% active. AID 827;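 active means viability at or below a set limit, 4 SD under the median of all tested compounds, cut at about 3.7% in these data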;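 further: PTEN knockout HCT116 line with beta catenin targeted HCT116 as companion control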
Measles CPE: protection of cells from measles virus; AID 841; 140,000 tested, 1.5% active; Measles virus-infected cells, CPE protection, absorbance; protection (pct of control), % at 4 µM; in the data active means protection mostly above about 24%, no sharp cut-off; inactive means mostly below about 26%; further: some compounds called inactive have numbers as strong as hits
GALR2 blocker: GALR2 (human) receptor antagonism; O43603; GALR2-expressing cells, antagonist mode; inhibition, % at 4 µM; 140,000 tested, 0.39% active; AID 828; in the data active means inhibition above about 27%;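 further: cells stimulated with galanin 1-16 at roughly its EC80; 0% = agonist challenge control and 100% = basal control without agonist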
Target sequence (O43603 whole entry, looked up): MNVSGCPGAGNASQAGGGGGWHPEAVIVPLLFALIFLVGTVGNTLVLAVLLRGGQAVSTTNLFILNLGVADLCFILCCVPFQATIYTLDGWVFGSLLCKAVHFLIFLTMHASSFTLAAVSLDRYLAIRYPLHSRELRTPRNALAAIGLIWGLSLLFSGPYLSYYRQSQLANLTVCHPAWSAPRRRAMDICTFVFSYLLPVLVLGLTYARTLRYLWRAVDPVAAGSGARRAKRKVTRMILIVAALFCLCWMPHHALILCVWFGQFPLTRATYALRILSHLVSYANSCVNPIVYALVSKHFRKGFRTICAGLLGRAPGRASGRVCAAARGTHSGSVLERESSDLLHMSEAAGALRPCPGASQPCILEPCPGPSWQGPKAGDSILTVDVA
Yeast growth inh: reduces growth of yeast BB579 in restrictive medium; inhibition, % at 10 µM; S. cerevisiae BB579 growth, OD615, 48 h; AID 804; 140,000 tested, 0.51% active;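 active means inhibition above a set limit, 3 SD over the mean compound inhibition, cut at about 44% in these data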; further: inactives centre near -24
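Test system: S. cerevisiae DeaD strain BB579 yeast; Medium: restrictive CSMM-D medium; Compound: one dose, 10 µM compound with 0.25% DMSO; Incubation: 4 h cell preincubation, 48 h compound exposure, 30 °C humidified; Signal: OD at 615 nm; Benchmarks: amphotericin B at 10 µg/mL as positive control.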
HCT116 bCat-KO: beta-catenin-lacking colon tumor cell growth suppression | AID 818 | viability, % at 10 µM | 140,000 tested, 1.5% active | HCT116 beta-catenin knockout viability, CellTiter-Glo, 60 h; active compounds read low;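 active means viability at or under a set limit, the compound median less 4 SD, cut at about 6% in these data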;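 further: 0% = Hyamine 1622 control at 20 µM and 100% = untreated cell control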
Yeast life ext: extends the lifespan of yeast; S. cerevisiae growth with nicotinamide, OD615; deaD strain in restrictive glucose medium; inhibition of the nicotinamide effect, % at 10 µM; 130,000 tested, 0.68% active;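 active means inhibition above a set limit, placed 3 SD over the median of all compounds, cut at about 26% in these data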;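 further: 0% = nicotinamide-treated wells and 100% = cells grown without nicotinamide; some compounds called inactive have numbers as strong as hits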
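Test system – modified budding yeast, DeaD strain · Compound – single dose 10 µM compound, 0.25% DMSO · Times – culture preincubation 4 h, compound exposure 48 h, both 30 °C · Detection – optical density (absorbance) at 615 nm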
Active calls of the source: *.

What do the screens show for `CCCOc1ccc(-c2csc(N)n2)cc1[N+](=O)[O-]`?
MRP1 act: 0.8; NPY-Y2 antag: 1; E-sel TNF inh: 1; Phagocyt inh: -3; PTEN del growth: 88; Measles CPE: 16; GALR2 blocker: 5; Yeast growth inh: -12; HCT116 bCat-KO: 80; Yeast life ext: -5

How did Cc1ccc(Cl)c(OCC(=O)NCc2ccco2)c1 do in these assays?
MRP1 act: -3.0; NPY-Y2 antag: 2; E-sel TNF inh: 31; Phagocyt inh: -2; PTEN del growth: 87; Measles CPE: 16; GALR2 blocker: -23; Yeast growth inh: -50; HCT116 bCat-KO: 88; Yeast life ext: -11

How did COc1ccc(NC(=O)CN2C(=O)C(C)SC(C)C2=O)c(OC)c1 (centres undefined) do in these assays?
MRP1 act: 1.2; NPY-Y2 antag: -1; E-sel TNF inh: 60; PTEN del growth: 101; Measles CPE: 15; GALR2 blocker: 1; Yeast growth inh: -22; HCT116 bCat-KO: 93; Yeast life ext: 10

How did O=C1Cc2ccccc2C(=O)N1Cc1ccccc1 do in these assays?
MRP1 act: -1.3; NPY-Y2 antag: -1; E-sel TNF inh: -5; Phagocyt inh: 3; PTEN del growth: 98; Measles CPE: 2; GALR2 blocker: -12; Yeast growth inh: 8; HCT116 bCat-KO: 94; Yeast life ext: 0

What do the screens show for `O=C(CCCC(=O)n1cnc2ccccc21)n1cnc2ccccc21`?
MRP1 act: 0.4; NPY-Y2 antag: 0; E-sel TNF inh: -12; Phagocyt inh: 0; PTEN del growth: 103; Measles CPE: 21; GALR2 blocker: 3; Yeast growth inh: -41; HCT116 bCat-KO: 101; Yeast life ext: -3

Results for COc1ccc(OC)c(-n2nnnc2SCC(=O)NCc2ccc3c(c2)OCO3)c1 ?
MRP1 act: -1.9; NPY-Y2 antag: 4; E-sel TNF inh: -15; Phagocyt inh: -1; PTEN del growth: 74; Measles CPE: 3; GALR2 blocker: -8; Yeast growth inh: 0; HCT116 bCat-KO: 79; Yeast life ext: -24

Results for CCCC(=O)Nc1nnc(SCC)s1 ?
MRP1 act: -0.2; NPY-Y2 antag: -1; E-sel TNF inh: -8; Phagocyt inh: -4; PTEN del growth: 107; Measles CPE: 1; GALR2 blocker: -1; Yeast growth inh: 6; HCT116 bCat-KO: 100; Yeast life ext: 3

Results for COc1ccc(C(O)Cn2c(=N)n(CCCN(C)C)c3ccccc32)cc1 (centres undefined) ?
MRP1 act: -2.4; NPY-Y2 antag: 3; Phagocyt inh: -2; PTEN del growth: 79; Measles CPE: 3; GALR2 blocker: 6; Yeast growth inh: -22; HCT116 bCat-KO: 81; Yeast life ext: 2

Results for CC1=NN(c2ccccc2)C(=O)/C1=C\C=C1/N(C)c2ccccc2C1(C)C ?
MRP1 act: -0.8; NPY-Y2 antag: -3; E-sel TNF inh: 4; Phagocyt inh: -7; PTEN del growth: 66; Measles CPE: 11; GALR2 blocker: 8; Yeast growth inh: 10; HCT116 bCat-KO: 71; Yeast life ext: -8

Results for COc1ccc(CCNC(=O)c2cnc3ccccn3c2=O)cc1 ?
MRP1 act: -1.9; NPY-Y2 antag: 1; E-sel TNF inh: -40; PTEN del growth: 106; Measles CPE: 10; GALR2 blocker: 0; Yeast growth inh: -19; HCT116 bCat-KO: 94; Yeast life ext: -4

Results for Cc1ccc(C(=O)COC(=O)CNC(=O)c2ccco2)cc1 ?
MRP1 act: 0.5; NPY-Y2 antag: 1; Measles CPE: 18; GALR2 blocker: -1; Yeast growth inh: -10; HCT116 bCat-KO: 97; Yeast life ext: -8

What do the screens show for `S=c1[nH]nc(-c2ccco2)n1/N=C/c1ccc(Cl)c(Cl)c1`?
MRP1 act: -2.4; NPY-Y2 antag: 4; Phagocyt inh: -9; PTEN del growth: 92; Measles CPE: 3; GALR2 blocker: 5; Yeast growth inh: -21; HCT116 bCat-KO: 96; Yeast life ext: -4

How did Cc1cc(C)c2c3c(sc2n1)C(=O)N(C)CC(=O)N3 do in these assays?
MRP1 act: -2.3; NPY-Y2 antag: -1; Phagocyt inh: 0; PTEN del growth: 101; Measles CPE: 9; GALR2 blocker: -8; Yeast growth inh: -9; HCT116 bCat-KO: 89; Yeast life ext: 4

Results for CCOC(=O)c1c(NC(=O)CC(C)C)sc(C(C)=O)c1C ?
MRP1 act: -3.0; NPY-Y2 antag: 8; E-sel TNF inh: -2; PTEN del growth: 71; Measles CPE: 7; GALR2 blocker: -3; Yeast growth inh: -30; HCT116 bCat-KO: 75

How did Cc1cc(C)cc(-n2c(C)cc(/C=N/NC(=O)CN(c3c(C)cccc3C)S(C)(=O)=O)c2C)c1 do in these assays?
MRP1 act: -3.8; NPY-Y2 antag: 9; E-sel TNF inh: -14; Phagocyt inh: -2; PTEN del growth: 77; Measles CPE: 10; GALR2 blocker: 26; Yeast growth inh: -34; HCT116 bCat-KO: 84; Yeast life ext: -14

How did CCCOc1ccc(NC(=O)C2CCCNC2=O)cc1 (centres undefined) do in these assays?
MRP1 act: -0.9; NPY-Y2 antag: -4; E-sel TNF inh: -52; Phagocyt inh: 2; PTEN del growth: 100; Measles CPE: 34; GALR2 blocker: -2; Yeast growth inh: 19; HCT116 bCat-KO: 96; Yeast life ext: -8

What do the screens show for `Cc1cc(C)nc(NC2=NCC(=O)N2c2ccc3c(c2)OCCO3)n1`?
MRP1 act: -2.2; NPY-Y2 antag: 1; E-sel TNF inh: 4; Phagocyt inh: -1; PTEN del growth: 95; Measles CPE: 40; GALR2 blocker: 2; Yeast growth inh: -29; HCT116 bCat-KO: 104; Yeast life ext: 2

Results for COc1ccc(/C=C(\C#N)C(=O)N2CCOCC2)cc1Br ?
MRP1 act: -4.4; NPY-Y2 antag: 4; E-sel TNF inh: -5; PTEN del growth: 100; Measles CPE: 13; GALR2 blocker: -4; Yeast growth inh: -14; HCT116 bCat-KO: 92; Yeast life ext: 48*

What do the screens show for `COCCn1c(SCc2nc3cc(OC)c(OC)cc3c(=O)[nH]2)nnc1-c1ccncc1`?
MRP1 act: -2.2; NPY-Y2 antag: 1; E-sel TNF inh: -5; Phagocyt inh: -2; PTEN del growth: 96; Measles CPE: 2; GALR2 blocker: -1; Yeast growth inh: 4; HCT116 bCat-KO: 89; Yeast life ext: -6

Results for O=C(NNc1nc2ccccc2s1)c1ccc(F)cc1 ?
MRP1 act: -0.1; NPY-Y2 antag: 0; PTEN del growth: 22; Measles CPE: 8; GALR2 blocker: 9; Yeast growth inh: 4; HCT116 bCat-KO: 29; Yeast life ext: -5

Compounds listed so far with a thiophene ring, fused or not (two):
How did Cc1cc(C)c2c3c(sc2n1)C(=O)N(C)CC(=O)N3 do in these assays?
MRP1 act: -2.3; NPY-Y2 antag: -1; Phagocyt inh: 0; PTEN del growth: 101; Measles CPE: 9; GALR2 blocker: -8; Yeast growth inh: -9; HCT116 bCat-KO: 89; Yeast life ext: 4

Results for CCOC(=O)c1c(NC(=O)CC(C)C)sc(C(C)=O)c1C ?
MRP1 act: -3.0; NPY-Y2 antag: 8; E-sel TNF inh: -2; PTEN del growth: 71; Measles CPE: 7; GALR2 blocker: -3; Yeast growth inh: -30; HCT116 bCat-KO: 75

(next part)
How did ONC(=Nc1ccc(Cl)cc1)c1ccccc1 do in these assays?
MRP1 act: -1.8; NPY-Y2 antag: -1; Phagocyt inh: -1; PTEN del growth: 78; Measles CPE: 2; GALR2 blocker: 2; Yeast growth inh: -37; HCT116 bCat-KO: 79; Yeast life ext: -9

Results for CCn1cc(C(=O)NCc2ccco2)c(=O)c2cc(S(=O)(=O)N3CCCCCC3)ccc21 ?
MRP1 act: -3.0; NPY-Y2 antag: -1; E-sel TNF inh: -10; Phagocyt inh: 2; PTEN del growth: 40; GALR2 blocker: 1; Yeast growth inh: -75; HCT116 bCat-KO: 44; Yeast life ext: -16

What do the screens show for `COc1cccc(/C=N/NC(=O)c2cc3c(OC)cccc3[nH]2)c1OC`?
MRP1 act: 2.8; NPY-Y2 antag: 6; Phagocyt inh: -14; PTEN del growth: 98; GALR2 blocker: 18; Yeast growth inh: 11; HCT116 bCat-KO: 95; Yeast life ext: 3

What do the screens show for `CCn1cc(/C=N\NC(=O)Cc2ccc([N+](=O)[O-])cc2)c(C)n1`?
MRP1 act: -1.4; NPY-Y2 antag: 2; E-sel TNF inh: -19; Phagocyt inh: -2; PTEN del growth: 105; Measles CPE: 14; GALR2 blocker: 2; Yeast growth inh: -38; HCT116 bCat-KO: 103; Yeast life ext: 7

Results for Cc1c(Cl)c([N+](=O)[O-])nn1CC(=O)N1CCCc2ccccc21 ?
MRP1 act: -1.5; NPY-Y2 antag: 5; Phagocyt inh: -6; PTEN del growth: 87; Measles CPE: 11; GALR2 blocker: 4; Yeast growth inh: -47; HCT116 bCat-KO: 92; Yeast life ext: 5

Results for O=C(CN1CCOCC1)N1CCc2ccccc2C(c2ccccc2)C1 (centres undefined) ?
MRP1 act: -0.9; NPY-Y2 antag: 1; E-sel TNF inh: -29; Phagocyt inh: -1; PTEN del growth: 90; Measles CPE: 20; GALR2 blocker: -11; Yeast growth inh: -24; HCT116 bCat-KO: 89; Yeast life ext: -9

Results for COc1ccc(S(=O)(=O)N(CC(=O)N2CCN(C)CC2)c2ccccc2)cc1OC ?
MRP1 act: -1.4; NPY-Y2 antag: 1; E-sel TNF inh: 26; Phagocyt inh: -2; PTEN del growth: 115; Measles CPE: 15; GALR2 blocker: -1; Yeast growth inh: -16; HCT116 bCat-KO: 90; Yeast life ext: -5

What do the screens show for `CCOCCn1c(CN(Cc2ccccc2)Cc2ccccc2)nc2c1c(=O)n(C)c(=O)n2C`?
MRP1 act: -2.9; NPY-Y2 antag: 3; Phagocyt inh: 0; PTEN del growth: 68; Measles CPE: 12; GALR2 blocker: 3; Yeast growth inh: -33; HCT116 bCat-KO: 64; Yeast life ext: 2

How did O=C(Cn1c(=O)oc2ccccc21)Nc1ccc2c(c1)OCCO2 do in these assays?
MRP1 act: -1.8; NPY-Y2 antag: 3; E-sel TNF inh: 11; Phagocyt inh: 0; PTEN del growth: 95; Measles CPE: 8; GALR2 blocker: -8; Yeast growth inh: -27; HCT116 bCat-KO: 91; Yeast life ext: -16

How did O=c1c2ccccc2c2ccccc2c(=O)n1CC1CCCO1 (centres undefined) do in these assays?
MRP1 act: -0.3; NPY-Y2 antag: 4; E-sel TNF inh: 8; Phagocyt inh: 0; PTEN del growth: 103; Measles CPE: 24; GALR2 blocker: 12; Yeast growth inh: -18; HCT116 bCat-KO: 108; Yeast life ext: -12

Looked up by structure from the list above, 2 records:
Results for CCCC(=O)Nc1nnc(SCC)s1 ?
MRP1 act: -0.2; NPY-Y2 antag: -1; E-sel TNF inh: -8; Phagocyt inh: -4; PTEN del growth: 107; Measles CPE: 1; GALR2 blocker: -1; Yeast growth inh: 6; HCT116 bCat-KO: 100; Yeast life ext: 3

What do the screens show for `S=c1[nH]nc(-c2ccco2)n1/N=C/c1ccc(Cl)c(Cl)c1`?
MRP1 act: -2.4; NPY-Y2 antag: 4; Phagocyt inh: -9; PTEN del growth: 92; Measles CPE: 3; GALR2 blocker: 5; Yeast growth inh: -21; HCT116 bCat-KO: 96; Yeast life ext: -4

Bioassay records (PubChem BioAssay)
